XiGFP reactiv: activators of X-chromosome reactivation in mouse fibroblasts; 360,000 tested, 0.055% active; activation, % at 7.58 µM; AID 743238; XiGFP mouse fibroblasts, % GFP-positive cells imaging, 3 d; cells co-treated with 5-aza-dC sensitizer; scaled so ellipticine positive control = 100%;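 active = mean normalized replicate activation at least 10% and every replicate at or above 10%; inconclusive = only one of the two criteria met; inactive = mean below 10% and not all replicates reach 10%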;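 also: 0% = median of on-plate neutral control wells and 100% = ellipticine 6 µM median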
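System: 68-5-11 XiGFP fibroblast line; Timing: 3 days compound exposure; Compound dosing: one concentration, pinned; Benchmarks: positive control ellipticine, 6 µM final; Buffer or medium: DMEM containing 5-aza-dC.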
PAX8 reporter: PAX8 transcriptional activity inhibition; RMG-I TPO-luciferase reporter, SteadyGlo, 24 h; inhibition, % at 12.6 µM; 360,000 tested, 1.2% active;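 active = mean replicate inhibition at least 60% with every replicate also reaching 60%; inconclusive = only one of the two criteria is met; inactive = mean below 60% and not all replicates reaching 60%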;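 also: luciferase light reporting Pax8 driven TPO promoter activity; plate controls were median of neutral control wells for no effect and mitoxantrone controls for full effect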
INS-1E GSIS act: primary screen for activators of insulin secretion dependent on glucose, INS-1E cells, GLuc reporter luminescence; INS-1E GLuc reporter insulin secretion, 2-3 h; AID 743287; 370,000 tested, 0.61% active; activation, % at 16.6 µM;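 active = lowest replicate activation of at least 40%, so every replicate reaches that level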;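 also: 0% = median of neutral control wells and 100% = median of IBMX positive control wells; some compounds called inactive have numbers as strong as hits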
DENV2 CPE rescue: protects cells from dengue virus 2 cytopathic effect; 350,000 tested, 1.7% active; DENV2-infected cells, cytopathic effect rescue, plate reader; CPE inhibition, % at 9.99 µM; in the data active = CPE inhibition above about 20%, passing the limit was not always enough; inconclusive = no clear call, values can overlap the other calls; tested in BHK-21 cells;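 also: 0% = median of neutral control wells and 100% = median of positive control wells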
CFTR F508del cor: correctors of CFTR F508del function in bronchial epithelial cells; CFBE cells, YFP halide quenching; stimulated with forskolin plus potentiator P3; % fluorescence drop versus neutral controls; activity (quench increase), % at 7.58 µM; 350,000 tested, 0.36% active;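 active = mean added fluorescence quench of at least 8% versus neutral control, with both replicates also reaching 8%; inconclusive = only one of the mean or replicate conditions met; inactive = mean below 8% and not both replicates reaching 8%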;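 also: cells transiently co-express mutant CFTR-F508del with the halide-sensitive YFP; corrector assay measuring rescue of mutant channel to the surface after 24 h compound exposure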
EWS-Fli inh: blocks EWS/Fli oncoprotein-driven transcription; A673 NR0B1-luciferase reporter, viability-normalised; inhibition, % at 12.6 µM; 350,000 tested, 0.67% active; AID 651661;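 active = mean inhibition of at least 50% after viability correction, with every replicate also passing that limit; inconclusive = mean reaches 50% but only one of two replicates passes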;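 also: firefly luciferase signal divided by Alamar Blue viability fluorescence both relative to DMSO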
ARNT-TACC3 inh: disruptors of human ARNT/TACC3 interaction; AlphaScreen His-ARNT PAS-B/GST-TACC3 binding, luminescence; TACC3 fragment carries E629A point mutation; inhibition, % at 9.99 µM; Q9Y6A5; 390,000 tested, 0.66% active;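 active = mean inhibition of replicates at least 50% and at least half of replicates each reaching 50%; inconclusive = half or more replicates reach 50% but mean below 50%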;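 also: 0% = complete ARNT plus TACC3 wells and 100% = ARNT alone without TACC3; many hits fall short of the cut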
ERp5 block: inhibitors of human ERp5. 350,000 tested, 0.05% active. Q15084. AID 651711. inhibition, % at 9.99 µM. ERp5 insulin aggregation, absorbance 650 nm, 90 min;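 active = mean replicate inhibition above about 25%, with every replicate also reaching it, limit read from the data, passing the limit was not always enough; inconclusive = only one of those two criteria met; inactive = neither criterion met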
Target sequence (Q15084 whole entry, looked up): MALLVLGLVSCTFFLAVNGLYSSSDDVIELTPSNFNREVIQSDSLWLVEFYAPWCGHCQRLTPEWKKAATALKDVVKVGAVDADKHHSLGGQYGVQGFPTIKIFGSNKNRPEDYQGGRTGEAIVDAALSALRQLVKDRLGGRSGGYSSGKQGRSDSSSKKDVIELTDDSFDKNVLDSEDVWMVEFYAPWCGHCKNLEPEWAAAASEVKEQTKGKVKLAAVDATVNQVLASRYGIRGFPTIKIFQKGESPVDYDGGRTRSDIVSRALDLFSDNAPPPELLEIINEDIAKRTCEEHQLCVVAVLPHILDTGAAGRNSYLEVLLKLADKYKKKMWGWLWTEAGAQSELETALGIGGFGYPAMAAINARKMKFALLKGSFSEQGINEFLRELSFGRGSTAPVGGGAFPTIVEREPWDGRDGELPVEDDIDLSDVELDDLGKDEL
Active calls of the source: *.

How did CCOC(=O)c1[nH]c(C)c(C(=O)N2CCN(C(=O)c3ccco3)CC2)c1C do in these assays?
INS-1E GSIS act: 10; DENV2 CPE rescue: -2; CFTR F508del cor: 0.6; EWS-Fli inh: -10; ARNT-TACC3 inh: 2; ERp5 block: 1

What do the screens show for `COC(=O)[C@@]12C[C@@H](CC(=O)NCc3cccc(C(F)(F)F)c3)C(=O)N(Cc3ccccc3)C1=CCC(C)(C)C2`?
XiGFP reactiv: 0.2; PAX8 reporter: 29; DENV2 CPE rescue: -5; CFTR F508del cor: 3.5; EWS-Fli inh: 17; ERp5 block: 3

What do the screens show for `CCC(=O)N[C@H]1CC[C@H](CC(=O)NCC2CC2)O[C@H]1CO`?
XiGFP reactiv: -0.1; PAX8 reporter: 2; INS-1E GSIS act: 10; DENV2 CPE rescue: 2; CFTR F508del cor: -0.3; EWS-Fli inh: 4; ERp5 block: 0

Results for Cc1cccc(C(C)C)c1NC(=O)C(C)OC(=O)Cc1n[nH]c(=O)c2ccccc12 (configuration not stated) ?
XiGFP reactiv: 0.2; PAX8 reporter: 15; INS-1E GSIS act: 21; DENV2 CPE rescue: -2; CFTR F508del cor: 3.5; EWS-Fli inh: 3; ARNT-TACC3 inh: -1; ERp5 block: -7

What do the screens show for `Cc1ccc2c(C)c(C(=O)N(C)Cc3ccncn3)oc2c1C`?
XiGFP reactiv: 0.0; PAX8 reporter: 15; INS-1E GSIS act: 15; DENV2 CPE rescue: 9; CFTR F508del cor: -4.2; ARNT-TACC3 inh: -3; ERp5 block: -8

How did Nc1ncc(Br)cc1S(=O)(=O)Nc1cc(C(F)(F)F)cc(C(F)(F)F)c1 do in these assays?
XiGFP reactiv: 0.0; PAX8 reporter: 34; INS-1E GSIS act: -28; DENV2 CPE rescue: -2; CFTR F508del cor: -0.4; ARNT-TACC3 inh: -2; ERp5 block: 1

What do the screens show for `Cc1c(CN2CCCC(C(=O)c3cccc(OC(C)C)c3)C2)c(=O)n(-c2ccccc2)n1C` (configuration not stated)?
XiGFP reactiv: inconclusive; PAX8 reporter: 19; INS-1E GSIS act: 6; DENV2 CPE rescue: -2; CFTR F508del cor: 1.1; EWS-Fli inh: 5; ERp5 block: 4

Results for O=c1[nH]c2ccccc2c(O)c1-c1ccccc1 ?
INS-1E GSIS act: 11; DENV2 CPE rescue: inconclusive; CFTR F508del cor: -1.2; EWS-Fli inh: -6; ARNT-TACC3 inh: -5; ERp5 block: 4

How did COCC(=O)N1[C@@H](CO)[C@@H](c2ccccc2)C12CN(C(=O)c1cccc(F)c1)C2 do in these assays?
XiGFP reactiv: 0.1; PAX8 reporter: -16; INS-1E GSIS act: 3; DENV2 CPE rescue: 29*; CFTR F508del cor: 2.3; EWS-Fli inh: -2; ERp5 block: 9

Results for O=C(N/N=C/c1ccco1)c1cc(=O)[nH]c2ccccc12 ?
XiGFP reactiv: 0.0; PAX8 reporter: 10; INS-1E GSIS act: 15; DENV2 CPE rescue: 8; EWS-Fli inh: 0; ARNT-TACC3 inh: -7; ERp5 block: -4

Results for CCOC(=O)C1=CN(CC)S(=O)(=O)NC1c1ccc(C(F)(F)F)cc1 (configuration not stated) ?
XiGFP reactiv: -0.1; PAX8 reporter: 0; INS-1E GSIS act: -34; DENV2 CPE rescue: 3; CFTR F508del cor: 1.7; EWS-Fli inh: 8; ARNT-TACC3 inh: 1; ERp5 block: -3

How did CC(=O)NCCNc1nc2cc(-c3ccc(C(=O)N4CCN(C)CC4)cc3)sc2c(=O)n1C do in these assays?
XiGFP reactiv: 0.1; PAX8 reporter: 5; INS-1E GSIS act: 12; DENV2 CPE rescue: -10; CFTR F508del cor: -0.1; EWS-Fli inh: 7; ERp5 block: 3

What do the screens show for `N#Cc1cccc(NC(=O)CNc2cccc(S(=O)(=O)N3CCCC3)c2)c1`?
XiGFP reactiv: -0.3; PAX8 reporter: 17; INS-1E GSIS act: 2; DENV2 CPE rescue: 16; CFTR F508del cor: 2.0; EWS-Fli inh: 2; ARNT-TACC3 inh: -4; ERp5 block: -9

Results for CCSc1ccccc1C(=O)n1nnc2ccccc21 ?
INS-1E GSIS act: -27; DENV2 CPE rescue: 2; CFTR F508del cor: -0.6; EWS-Fli inh: 8; ARNT-TACC3 inh: 6; ERp5 block: 1

Results for Cc1ccc(C(=O)N2CCC3(CC2)Oc2ccc(F)cc2C(=O)C32CC(c3cccnc3)=NO2)s1 (configuration not stated) ?
XiGFP reactiv: 0.0; PAX8 reporter: 8; INS-1E GSIS act: -14; DENV2 CPE rescue: 14; CFTR F508del cor: -0.7; EWS-Fli inh: -4; ARNT-TACC3 inh: -1; ERp5 block: 4

How did O=C(Nc1nnc([C@H]2C[C@H](O)[C@@H](CO)O2)s1)c1cccc(Cl)c1 do in these assays?
XiGFP reactiv: 0.3; PAX8 reporter: -17; INS-1E GSIS act: 16; DENV2 CPE rescue: -4; CFTR F508del cor: 1.5; EWS-Fli inh: -11; ERp5 block: -11

Results for O=C(CCCN1C(=O)C(=Cc2ccc3c(c2)OCO3)SC1=S)Nc1ccc(C(=O)O)c(O)c1 ?
XiGFP reactiv: 0.5; PAX8 reporter: -24; INS-1E GSIS act: -8; DENV2 CPE rescue: -12; CFTR F508del cor: -4.0; EWS-Fli inh: 19; ERp5 block: 0

Results for c1ccc(-c2noc(CN3CCCC(OCc4ccccn4)C3)n2)cc1 (configuration not stated) ?
XiGFP reactiv: 0.0; PAX8 reporter: -19; INS-1E GSIS act: 20; CFTR F508del cor: -0.9; EWS-Fli inh: 0; ARNT-TACC3 inh: -4; ERp5 block: 4

Results for Fc1ccc(CSc2nnc(-c3ccncc3)o2)cc1 ?
XiGFP reactiv: 0.4; PAX8 reporter: -90; INS-1E GSIS act: 17; DENV2 CPE rescue: -1; CFTR F508del cor: 0.3; EWS-Fli inh: -27; ARNT-TACC3 inh: -6; ERp5 block: -2

Results for Fc1ccc(Nc2nnc(C(F)(F)F)s2)cc1 ?
XiGFP reactiv: 0.1; PAX8 reporter: -10; INS-1E GSIS act: 7; DENV2 CPE rescue: 8; CFTR F508del cor: 2.2; EWS-Fli inh: -1; ARNT-TACC3 inh: -6; ERp5 block: 0

Results for Cc1noc(C)c1S(=O)(=O)N(C)C[C@H]1Oc2ccc(NS(=O)(=O)c3ccccc3)cc2C(=O)N([C@H](C)CO)C[C@@H]1C ?
XiGFP reactiv: 0.1; PAX8 reporter: -22; INS-1E GSIS act: -13; DENV2 CPE rescue: -3; CFTR F508del cor: 2.4; EWS-Fli inh: -3; ARNT-TACC3 inh: 14; ERp5 block: 5

What do the screens show for `CC(C)Cn1cnc2c(c1=N)C(c1ccccc1)C1=C(CC(C)(C)CC1=O)O2` (configuration not stated)?
XiGFP reactiv: 0.0; PAX8 reporter: 16; INS-1E GSIS act: -28; DENV2 CPE rescue: 10; CFTR F508del cor: 1.7; EWS-Fli inh: 1; ARNT-TACC3 inh: 15; ERp5 block: 0

What do the screens show for `c1ccc2c(c1)CCCC2C1=NCCN1` (configuration not stated)?
XiGFP reactiv: -0.1; PAX8 reporter: 11; DENV2 CPE rescue: -2; CFTR F508del cor: 2.5; EWS-Fli inh: -3; ARNT-TACC3 inh: -4; ERp5 block: 0

What do the screens show for `O=C(Nc1ccc(F)cc1)c1ccc2nc[nH]c2c1`?
XiGFP reactiv: 0.2; PAX8 reporter: -60; INS-1E GSIS act: 11; DENV2 CPE rescue: -8; CFTR F508del cor: 1.1; EWS-Fli inh: -110; ERp5 block: -5

How did CCOc1ccc(N(CC(=O)NCCSCc2ccco2)S(=O)(=O)c2ccc(F)cc2)cc1 do in these assays?
XiGFP reactiv: 0.0; PAX8 reporter: 18; INS-1E GSIS act: 6; DENV2 CPE rescue: -4; CFTR F508del cor: -1.6; EWS-Fli inh: 7; ARNT-TACC3 inh: -4; ERp5 block: 5

What do the screens show for `O=C(C[C@@H]1CC[C@H]2[C@@H](COC[C@H](O)CN2Cc2ccncc2)O1)NCc1ccccc1Cl`?
XiGFP reactiv: 0.3; INS-1E GSIS act: 3; DENV2 CPE rescue: -6; CFTR F508del cor: -2.4; ARNT-TACC3 inh: -4; ERp5 block: 1

How did COc1ccc(NC(=O)Nc2cccc(F)c2)c(OC)c1 do in these assays?
XiGFP reactiv: 0.3; PAX8 reporter: -28; INS-1E GSIS act: -6; DENV2 CPE rescue: -2; CFTR F508del cor: 4.6; EWS-Fli inh: -33; ERp5 block: 3

How did O=c1c2ccccc2nc(/C=C/c2ccccc2)n1CCCO do in these assays?
XiGFP reactiv: 0.3; PAX8 reporter: 25; INS-1E GSIS act: -15; DENV2 CPE rescue: -4; CFTR F508del cor: -4.3; EWS-Fli inh: -1; ARNT-TACC3 inh: 15; ERp5 block: -7

What do the screens show for `O=C(O)CCn1c(=S)n(CCC(=O)O)c2ccccc21`?
XiGFP reactiv: -0.1; PAX8 reporter: -24; INS-1E GSIS act: 22; DENV2 CPE rescue: 6; CFTR F508del cor: -1.3; EWS-Fli inh: -9; ARNT-TACC3 inh: -5; ERp5 block: 0

Results for COC(=O)CN1C(c2ccc(OC)cc2)=Nc2ccc(Cl)cc2C1c1ccccc1 (configuration not stated) ?
XiGFP reactiv: 0.0; PAX8 reporter: -38; INS-1E GSIS act: 5; ARNT-TACC3 inh: 2

How did CC(C)(C#N)C(C)(C)c1nn[nH]n1 do in these assays?
INS-1E GSIS act: 2; DENV2 CPE rescue: 4; CFTR F508del cor: -1.4; EWS-Fli inh: 5; ARNT-TACC3 inh: -15; ERp5 block: 5

What do the screens show for `Cc1cc(N2CCCCC2C)nc(-c2ccccc2O)n1` (configuration not stated)?
XiGFP reactiv: 0.0; PAX8 reporter: 4; INS-1E GSIS act: 7; CFTR F508del cor: -1.4; EWS-Fli inh: -5; ERp5 block: 0

Results for CN(c1ccccc1)c1nc(N)c([N+](=O)[O-])c(Nc2ccccc2)n1 ?
XiGFP reactiv: 0.0; PAX8 reporter: 19; INS-1E GSIS act: 4; DENV2 CPE rescue: 1; CFTR F508del cor: 1.4; EWS-Fli inh: 12; ARNT-TACC3 inh: -2; ERp5 block: 1

Results for O=[N+]([O-])c1cccc(OCCCN2CCC(Cc3ccccc3)CC2)c1 ?
XiGFP reactiv: -0.1; PAX8 reporter: -3; INS-1E GSIS act: -13; DENV2 CPE rescue: -2; CFTR F508del cor: 1.0; EWS-Fli inh: 8; ARNT-TACC3 inh: 7; ERp5 block: 1

Of the compounds above, these contain a Cl atom.
How did O=C(Nc1nnc([C@H]2C[C@H](O)[C@@H](CO)O2)s1)c1cccc(Cl)c1 do in these assays?
XiGFP reactiv: 0.3; PAX8 reporter: -17; INS-1E GSIS act: 16; DENV2 CPE rescue: -4; CFTR F508del cor: 1.5; EWS-Fli inh: -11; ERp5 block: -11

What do the screens show for `O=C(C[C@@H]1CC[C@H]2[C@@H](COC[C@H](O)CN2Cc2ccncc2)O1)NCc1ccccc1Cl`?
XiGFP reactiv: 0.3; INS-1E GSIS act: 3; DENV2 CPE rescue: -6; CFTR F508del cor: -2.4; ARNT-TACC3 inh: -4; ERp5 block: 1

Results for COC(=O)CN1C(c2ccc(OC)cc2)=Nc2ccc(Cl)cc2C1c1ccccc1 (configuration not stated) ?
XiGFP reactiv: 0.0; PAX8 reporter: -38; INS-1E GSIS act: 5; ARNT-TACC3 inh: 2
